# SR-BI HDL uptake = inhibitors of mouse SR-BI mediated HDL lipid uptake. inhibition, % at 12.5 µM. ldlA[mSR-BI] CHO cells, DiI-HDL uptake fluorescence, 3 h. Q61009. 320,000 compounds, 0.96% hits;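 active = mean replicate inhibition of at least 70% and a set share of replicates each scoring 70 or more; inconclusive = meets just one of the two criteria; inactive = fails both criteria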;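 note: 0% = median of neutral control wells and 100% = median of positive control wells; values of inactives mirror those of a sister screen read the other way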
# Target sequence (Q61009 whole entry, looked up): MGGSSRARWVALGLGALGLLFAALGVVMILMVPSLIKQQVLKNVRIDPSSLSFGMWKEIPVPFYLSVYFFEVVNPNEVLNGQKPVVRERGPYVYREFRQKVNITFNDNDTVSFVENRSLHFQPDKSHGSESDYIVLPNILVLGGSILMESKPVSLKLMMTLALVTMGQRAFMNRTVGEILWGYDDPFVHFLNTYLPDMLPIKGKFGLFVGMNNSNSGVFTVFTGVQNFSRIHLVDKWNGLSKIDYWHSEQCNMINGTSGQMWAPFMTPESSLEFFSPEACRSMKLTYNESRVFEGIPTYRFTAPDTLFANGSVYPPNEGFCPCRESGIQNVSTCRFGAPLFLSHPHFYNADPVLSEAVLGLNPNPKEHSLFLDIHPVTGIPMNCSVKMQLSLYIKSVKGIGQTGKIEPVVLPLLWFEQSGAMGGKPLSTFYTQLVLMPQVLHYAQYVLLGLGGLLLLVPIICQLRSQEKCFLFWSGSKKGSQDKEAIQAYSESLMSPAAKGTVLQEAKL
# SR-BI DiI-HDL act = enhances SR-BI lipid uptake from DiI-HDL. CHO ldlA[mSR-BI] cells, DiI-HDL uptake fluorescence, 3 h; 100 = double the neutral-control signal. activation, % at 12.5 µM. AID 504775. 320,000 compounds, 0.096% hits;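 active = mean replicate activation of at least 60% and every replicate at or above 60%; inconclusive = mean or all-replicate condition met, but not both; inactive = mean below 60% and not all replicates reaching 60%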;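 note: 0% = median plate neutral-control signal and 100% = twice that signal; values of inactives mirror those of a sister screen read the other way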
#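 Material: SR-BI-overexpressing, LDLR-lacking CHO cells | Dosing: Single compound concentration, delivered by pin transfer | Probe or stimulus: Labelled HDL, 10 µg/mL | Signal: Bottom-read cell fluorescence after medium removal, ex 550/em 595 nm | Schedule: 3 h, 37 °C | Evaluation: HDL uptake via cellular fluorescence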
# AddAB inh = less growth of phage-infected E. coli with AddAB; E. coli expressing H. pylori AddAB, absorbance growth; inhibition, % at 11.9 µM; 330,000 compounds, 0.29% hits; AID 435030; in the data active = inhibition above about 12%;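 note: 0% = vehicle wells of infected cells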
# MITF TRPM1 HTS = activators of MITF-driven TRPM1 promoter activity in SK-MEL-5 cells. SK-MEL-5 TRPM1-promoter luciferase, 24 h; % of positive control, neutral wells = 0. activation, % at 12.5 µM. 300,000 compounds, 0.75% hits. AID 588334;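 active = mean activation of at least 80% with every replicate also reaching 80%; inconclusive = mean reaches 80% but some replicate falls short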;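 note: 0% = neutral control wells and 100% = parthenolide positive control wells; values of inactives mirror those of a sister screen read the other way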
# phage Ecoli inh = E. coli growth loss with phage present | growth absorbance | inhibition, % at 11.9 µM | 360,000 compounds, 0.26% hits; in the data active = inhibition above about 11%
# CAL PDZ FP-1 = blocks peptide binding to the human CAL PDZ domain; purified CAL PDZ, TMR-peptide fluorescence polarization, 1 h; 300,000 compounds, 0.92% hits; inhibition, % at 24.9 µM; Q9HD26; AID 602252;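 active = mean inhibition of at least 30% with at least half of replicates also reaching 30%; inconclusive = no clear call, values can overlap the other calls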;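 note: 0% = DMSO neutral control and 100% = excess unlabeled competitor peptide PRC23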
# Wnt act = activators of Wnt/beta-catenin signaling; Wnt/beta-catenin reporter cell assay, activator, plate reader; activation, % at 9.35 µM; 300,000 compounds, 1.2% hits; AID 743398; in the data active = activation above about 30%, passing the limit was not always enough; inconclusive = no clear call, values can overlap the other calls;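 note: 0% = neutral control wells and 100% = positive control wells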
# E coli growth = reduces bacterial viability in AddAB counter-screen. E. coli V3065 growth, OD600 absorbance, 18 h. inhibition, % at 11.9 µM. 330,000 compounds, 0.27% hits. AID 449728;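 active = inhibition above the campaign's mean inhibition across all tested compounds plus 3 SD, cut at about 9.9% in these data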;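 note: uninfected addAB+ strain grown without phage in ampicillin broth; 0% = DMSO wells and 100% = ciprofloxacin 0.95 µg/ml wells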
# Tat transport = blocks Tat-dependent protein export in E. coli | E. coli MC4100 TorA-mCherry Tat export, fluorescence | inhibition, % at 10 µM | 340,000 compounds, 0.036% hits | AID 488895;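 active = mean replicate inhibition at least 50% and at least half of replicates individually reaching 50%; inconclusive = only one of the two criteria met; inactive = neither criterion met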;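 note: exported cargo escapes ClpAP degradation while cytoplasmic cargo is degraded and loses fluorescence; 0% = median of neutral control wells and 100% = median of NaSCN control wells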
# CAL PDZ FP-2 = human CAL PDZ-peptide interaction inhibition. Q9HD26. purified CAL PDZ, TMR-peptide fluorescence polarization, 1 h. inhibition, % at 20 µM. 330,000 compounds, 0.02% hits. AID 504414;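 active = highest replicate inhibition of at least 40%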;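 note: plate controls were DMSO neutral control wells for no effect and unlabeled competitor peptide control wells for full effect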
#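 System: purified tagged CAL PDZ domain construct (CerCALP). Schedule: 1 h incubation at room temperature before polarization reading. Medium: 25 mM sodium phosphate pH 7.4, 150 mM NaCl, TCEP, IgG, Thesit. Read-out: percent inhibition from loss of millipolarization. Measured by: FP readout, S and P plane fluorescence. Probe or stimulus: fluorescent TMR peptide probe.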
# Starred values were filed as active, the others as inactive; ? = inconclusive; . = no result given.
SMILES,SR-BI HDL uptake,SR-BI DiI-HDL act,AddAB inh,MITF TRPM1 HTS,phage Ecoli inh,CAL PDZ FP-1,Wnt act,E coli growth,Tat transport,CAL PDZ FP-2
CCC(CC)c1nnc(NC(=O)c2cc(-c3ccccc3)nc3ccccc23)s1,-18,18,-0.5,-4,2.5,-2,.,0.9,-4,-0.3
O=C(C1CCN(S(=O)(=O)c2cnc[nH]2)CC1)N1CCn2c1nc1ccccc12,-3,3,1.1,-11,1.4,-3,-3,0.8,0,-0.6
Cc1nc2ccccc2n1CCc1nc2c3ccccc3nc(=S)n2[nH]1,-23,23,4.0,-7,2.8,-3,.,0.3,-4,-1.4
CSc1ccc(CN(C)CC(=O)NC(=O)NC(C)(C)C)cc1,15,-15,-0.7,.,4.8,-1,-2,-2.9,-2,-0.1
COc1ccc(NC(=O)CSc2nc(C)cc(C(F)(F)F)n2)cc1,-14,14,1.2,0,2.1,7,-1,4.2,2,.
Cc1cc(C(=O)CCC(=O)NCC(=O)Nc2c(C)cccc2C)c(C)s1,19,-19,0.2,0,-0.6,-4,-4,-1.3,-6,-2.3
CCOc1cc(CNC(C)(C)CO)cc(Br)c1OCc1ccc(Cl)cc1Cl,-16,16,1.3,5,2.8,-1,-9,-2.7,5,-0.8
CC(C)Cn1c(/C=C/c2ccccc2)nc2ccccc21,14,-14,3.2,72,-1.1,-3,21,0.3,7,-0.7
COCCCNc1ncnc2c1sc1nc(-c3ccco3)c3c(c12)CC(C)(C)OC3,-3,3,-2.6,-4,-0.1,-5,6,-2.3,1,-2.0
S=C(NCCc1ccccc1)NCC(c1ccco1)N1CCCCC1 (centres undefined),4,-4,0.8,6,6.3,.,0,3.6,-3,-0.4
CC(=O)N1C(=O)CC(C)N(C(C)=O)c2ccc([N+](=O)[O-])cc21 (centres undefined),8,-8,1.7,4,2.0,-4,-2,-0.6,2,-1.2
CCN(CC)S(=O)(=O)c1cccc(-c2nnc(SCC(=O)NC)n2CCc2ccccc2)c1,-16,16,1.0,4,3.4,0,-8,-0.4,0,0.6
COC(=O)c1cc2sccc2n1CC(=O)Nc1cccc(SC)c1,16,-16,2.1,-1,0.6,1,.,0.1,-11,-0.9
CCn1cc(C(=O)NCc2ccc(Cl)cc2)c(=O)c2cc(S(=O)(=O)N(C)C)ccc21,-39,39,-1.7,9,1.6,-3,1,-4.5,1,-1.8
COc1ccc(-c2c[n+]3c(n2-c2ccccc2)CCCCC3)cc1,-35,35,0.2,-22,3.0,17,-14,-0.7,1,-1.0
COC(=O)CCCNC(=O)c1ccc2oc(CCCc3ccccc3)nc2c1,7,-7,3.2,24,2.4,-11,6,0.4,1,-0.6
N#CCSc1ncnc2sc3c(c12)CCC3,31,-31,2.6,.,-0.8,-6,-1,-0.1,1,-1.3
O=C(NCCCN1CCOCC1)c1cc(C(=O)C2CC2)c[nH]1,-20,20,0.9,.,0.9,-7,.,-0.9,-13,-1.1
Cn1c(SCc2ccccc2)nnc1-c1ccc2nonc2c1,-6,6,2.4,26,1.6,-4,1,2.4,-8,-0.3
CC(C)N1CCN(S(=O)(=O)c2ccccc2)c2ccccc21,38,-38,.,12,2.2,-6,0,.,6,-0.5

# Brought forward from above: 2 compounds; new compounds follow.
SMILES,SR-BI HDL uptake,SR-BI DiI-HDL act,AddAB inh,MITF TRPM1 HTS,phage Ecoli inh,CAL PDZ FP-1,Wnt act,E coli growth,Tat transport,CAL PDZ FP-2
Cn1c(SCc2ccccc2)nnc1-c1ccc2nonc2c1,-6,6,2.4,26,1.6,-4,1,2.4,-8,-0.3
CC(C)N1CCN(S(=O)(=O)c2ccccc2)c2ccccc21,38,-38,.,12,2.2,-6,0,.,6,-0.5
CN1CCN(c2ccc(-c3ccc4ccccc4n3)cc2)CC1,3,-3,.,-77,1.9,-1,-21,.,5,0.3
COc1ccc(/C=N/NC2=NCCCCC2)c(OC)c1,-12,12,2.4,8,1.8,0,-2,0.1,8,0.5
CCOC(=O)N1CCN(C(=O)Cn2nc(C)n3nc(-c4ccc(OC)cc4)cc3c2=O)CC1,34,-34,0.8,12,0.6,1,-2,0.2,-7,-1.9
CC1(C)c2ccccc2N2CC(=O)N(CC(N)=O)C21C (centres undefined),-16,18,1.9,-1,-4.0,-36,-2,-0.4,-59,-5.7
CCOC(=O)Cn1c2ccc(C)cc2c2nc(C)sc21,2,-2,4.8,-12,1.9,-2,-1,-2.7,2,0.4
COc1cc(OC)c2c(-c3cccc(-c4cccc(N)c4)c3)cc(=O)oc2c1,34,-34,1.9,-40,0.7,-5,-1,-0.2,0,-0.7
CCCc1cc(=O)oc2cc(C)cc(OCC(=O)NCc3cccnc3)c12,19,-19,0.0,-7,0.5,41*,2,-0.6,-8,-1.6
CC1=Nc2ccccc2N=C(NC(=O)c2ccccc2)C1c1ccccc1 (centres undefined),6,-6,-0.8,7,1.5,-6,16,-3.1,-2,-0.7
Cc1ccc(OCC(=O)N(Cc2cccc(F)c2)C2CCS(=O)(=O)C2)cc1 (centres undefined),7,-7,-0.1,0,0.9,-6,1,-1.5,12,-0.1
CNS(=O)(=O)c1cccc(C(=O)NCC2CCCCC2)c1,-1,1,-0.5,1,-1.7,-2,-3,-0.6,11,-0.3
O=C(O)/C=C/c1cn(Cc2ccccc2)nc1-c1cccs1,0,0,-0.5,3,0.1,-8,-1,-1.9,0,-1.2
CCn1ncc(Br)c1C(=O)Nc1ccccc1C(F)(F)F,.,.,-0.5,-5,1.3,2,0,-3.1,-1,.
CCOP(=O)(OCC)c1nc(-c2cccc([N+](=O)[O-])c2)oc1N1CCCCC1,16,-16,3.6,-1,3.6,-1,-2,2.3,-4,0.9
COc1ccc(OCCOC(=O)c2ccc(F)c(S(=O)(=O)N3CCOCC3)c2)cc1,9,-9,0.4,4,2.7,.,-2,-0.3,2,-1.1
COc1ccc(NS(=O)(=O)c2ccc(NC(=O)c3ccccn3)cc2)cc1,-1,1,3.4,-5,1.8,-2,-1,0.2,3,-0.5
COc1cc2c(cc1NC(=O)c1ccncc1)oc1ccccc12,78*,-78,3.4,8,.,-3,.,0.8,2,-1.6
CC(C)(C)c1ccc(C(=O)Nc2ccc(C=C(C#N)C#N)cc2)cc1,31,-31,3.3,?,1.1,-1,.,-0.1,3,-0.4
CC(NC(=O)Cc1cccc(C(F)(F)F)c1)c1ccc(F)cc1 (centres undefined),-11,11,0.6,2,1.8,-1,0,-0.8,2,0.4
Cc1ccc(CNC(=O)COc2ccc(S(=O)(=O)N3CCCC3)cc2)cc1,.,.,-0.5,0,1.2,6,9,-0.4,8,0.2
Cc1ccc(C(=O)OC(C)C(=O)Nc2ccc(Cl)cn2)s1 (centres undefined),-10,10,-0.4,-4,1.5,-1,4,-0.9,-9,-1.1
Nc1ccc2c(c1)N=[N+]([O-])c1cc(N)ccc1C2,-9,9,-1.9,-2,3.6,0,-2,1.3,-9,0.8
c1coc(-c2nc3c4c5c(sc4ncn3n2)CCCC5)c1,-24,24,1.2,.,3.2,-1,-3,-0.5,-1,-1.1
O=C(Oc1ccc2c(c1)OCC2=O)c1ccc(Cl)cc1,-22,22,-0.6,-7,-2.2,.,8,-0.2,-1,-0.1
COc1ccc(C(=O)Nc2ccnn2C2CCN(Cc3ccc4nonc4c3)CC2)cc1,9,-9,0.8,0,0.3,0,1,-1.6,-8,-3.2
CCOC(=O)C1=NN(c2ccc([N+](=O)[O-])cc2)CC1C(=O)OC (centres undefined),-17,17,0.6,13,4.4,1,-5,1.1,-6,0.2
CN(C(=O)CSc1nnc(Nc2ccccc2F)s1)C1CCS(=O)(=O)C1 (centres undefined),-1,1,1.9,1,2.3,0,0,-0.9,12,0.6
Cc1cc(C)c2nc(Nc3nc(CSc4nc5ccccc5[nH]4)cc(=O)[nH]3)nc(C)c2c1,.,.,.,-15,0.5,8,1,.,-2,0.0
Brc1[nH]nc2ccccc12,-8,8,3.2,-15,1.4,0,.,1.9,9,0.8
CN(C)c1ccc(/C=N/N2C(=S)SC(C)(C)C2N(O)C(=O)Nc2ccc([N+](=O)[O-])cc2)cc1 (centres undefined),13,-13,0.8,12,3.0,-2,.,0.8,4,-2.5
O[C@@H]1COC(Nc2ccc(N=Nc3ccccc3)cc2)C[C@@H]1O (some centres undefined),.,.,-1.7,.,1.9,.,46*,0.7,.,.
C=CCn1c(CNC(=O)c2cccs2)n[nH]c1=S,1,-1,0.9,-1,-0.9,3,.,4.2,-1,-0.4
CCn1ccc(C(=O)NC2=NCCS2)n1,1,-1,-0.7,8,0.7,-5,17,1.2,1,-0.2
CC(=O)c1cccc(OCC(=O)N2CCCc3ccccc32)c1,.,.,-0.7,12,0.5,.,0,0.9,2,-1.3
O=C(NCCc1ccccn1)c1cc(-c2cccc3ccccc23)nc2ccccc12,25,-25,-0.5,12,5.0,0,20,-1.6,7,-3.7
Cc1nn2c([nH]c(=O)c3ccccc32)c1C=O,-41,41,-1.2,-12,.,.,-1,-0.2,-2,-0.7
CC1CCCCN1C(=O)CSc1nc(C2CC2)nc2ccccc12 (centres undefined),.,.,1.5,-7,1.2,-5,5,-2.5,4,-3.7
COc1ccc2oc(C(=O)OCC(=O)c3ccc4c(c3)OCCO4)c(C)c2c1,-2,2,1.5,.,-0.4,-1,-3,1.0,-7,-1.4
O=C(CCc1ccccc1)Nc1cc(Cl)ccc1O,44,-44,0.8,.,6.5,.,21,-0.9,6,-1.2
Cc1ccc(Cn2c(C(CO)Nc3nc(-c4ccc(Cl)c([N+](=O)[O-])c4)cs3)nc3ccccc32)cc1 (centres undefined),3,-3,0.1,7,1.9,10,-5,-0.4,-4,0.5
C[C@@H]1CC(=O)[C@H]2CC(CO)=CCC[C@@H]2[C@@]1(C)CC/C(=C/CO)CO,5,-5,1.0,-9,.,-3,.,1.0,6,-1.1
C=CCn1c(SCc2cccc(OC)c2)nnc1-c1ccncc1,5,-5,0.2,.,-0.1,0,-2,0.3,-12,0.3
CC(O)[C@H]1CNC(=O)C(=O)N1CCc1cc(C(F)(F)F)cc(C(F)(F)F)c1 (some centres undefined),-9,9,0.0,1,0.5,0,-6,-0.9,2,-0.6
CC1CCCN(C(=O)CCNC(=O)c2ccccc2Cl)C1 (centres undefined),1,-1,3.0,1,0.2,-1,5,1.1,-1,0.8
COc1ccc(CCNC(=O)c2ccc(OCc3c(C)noc3C)cc2)cc1OC,68,-68,1.3,-2,2.1,24,2,-0.9,8,-1.3
Cc1cccc(S(=O)(=O)c2c(N)n(/N=C/c3cccnc3)c3nc4ccccc4nc23)c1,-11,11,1.9,7,-1.4,-1,.,1.6,0,-1.5

# High-throughput results deposited in PubChem by several laboratories.
